Anthrax LF prot: inhibitors of Bacillus anthracis lethal factor protease. P15917. multiplex microsphere protease cleavage assay, LF. inhibition, % at 10 µM. 360,000 tested, 0.12% active; also: plate controls were buffer without enzyme for full effect and enzyme alone for no effect
SSB-PriA inh: blocks PriA binding to SSB C-terminal tail. AID 1272365. inhibition, % at 33 µM. AlphaScreen SSBct-PriA binding, biotinylated peptide. 430,000 tested, 0.6% active; in the data active = inhibition mostly above about 37%, no sharp cut-off; inactive = mostly below about 20%;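 also: plate controls were negative control peptide for no effect and reference peptide for full effect; strong numbers were not always called active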
TcdB GH inh: blocks C. difficile toxin B glycohydrolase activity | TcdB glycohydrolase enzymatic assay, plate reader | inhibition, % at 9.99 µM | 350,000 tested, 0.24% active | AID 652162; in the data active = inhibition above about 10%
Target sequence (P18177 whole entry, looked up): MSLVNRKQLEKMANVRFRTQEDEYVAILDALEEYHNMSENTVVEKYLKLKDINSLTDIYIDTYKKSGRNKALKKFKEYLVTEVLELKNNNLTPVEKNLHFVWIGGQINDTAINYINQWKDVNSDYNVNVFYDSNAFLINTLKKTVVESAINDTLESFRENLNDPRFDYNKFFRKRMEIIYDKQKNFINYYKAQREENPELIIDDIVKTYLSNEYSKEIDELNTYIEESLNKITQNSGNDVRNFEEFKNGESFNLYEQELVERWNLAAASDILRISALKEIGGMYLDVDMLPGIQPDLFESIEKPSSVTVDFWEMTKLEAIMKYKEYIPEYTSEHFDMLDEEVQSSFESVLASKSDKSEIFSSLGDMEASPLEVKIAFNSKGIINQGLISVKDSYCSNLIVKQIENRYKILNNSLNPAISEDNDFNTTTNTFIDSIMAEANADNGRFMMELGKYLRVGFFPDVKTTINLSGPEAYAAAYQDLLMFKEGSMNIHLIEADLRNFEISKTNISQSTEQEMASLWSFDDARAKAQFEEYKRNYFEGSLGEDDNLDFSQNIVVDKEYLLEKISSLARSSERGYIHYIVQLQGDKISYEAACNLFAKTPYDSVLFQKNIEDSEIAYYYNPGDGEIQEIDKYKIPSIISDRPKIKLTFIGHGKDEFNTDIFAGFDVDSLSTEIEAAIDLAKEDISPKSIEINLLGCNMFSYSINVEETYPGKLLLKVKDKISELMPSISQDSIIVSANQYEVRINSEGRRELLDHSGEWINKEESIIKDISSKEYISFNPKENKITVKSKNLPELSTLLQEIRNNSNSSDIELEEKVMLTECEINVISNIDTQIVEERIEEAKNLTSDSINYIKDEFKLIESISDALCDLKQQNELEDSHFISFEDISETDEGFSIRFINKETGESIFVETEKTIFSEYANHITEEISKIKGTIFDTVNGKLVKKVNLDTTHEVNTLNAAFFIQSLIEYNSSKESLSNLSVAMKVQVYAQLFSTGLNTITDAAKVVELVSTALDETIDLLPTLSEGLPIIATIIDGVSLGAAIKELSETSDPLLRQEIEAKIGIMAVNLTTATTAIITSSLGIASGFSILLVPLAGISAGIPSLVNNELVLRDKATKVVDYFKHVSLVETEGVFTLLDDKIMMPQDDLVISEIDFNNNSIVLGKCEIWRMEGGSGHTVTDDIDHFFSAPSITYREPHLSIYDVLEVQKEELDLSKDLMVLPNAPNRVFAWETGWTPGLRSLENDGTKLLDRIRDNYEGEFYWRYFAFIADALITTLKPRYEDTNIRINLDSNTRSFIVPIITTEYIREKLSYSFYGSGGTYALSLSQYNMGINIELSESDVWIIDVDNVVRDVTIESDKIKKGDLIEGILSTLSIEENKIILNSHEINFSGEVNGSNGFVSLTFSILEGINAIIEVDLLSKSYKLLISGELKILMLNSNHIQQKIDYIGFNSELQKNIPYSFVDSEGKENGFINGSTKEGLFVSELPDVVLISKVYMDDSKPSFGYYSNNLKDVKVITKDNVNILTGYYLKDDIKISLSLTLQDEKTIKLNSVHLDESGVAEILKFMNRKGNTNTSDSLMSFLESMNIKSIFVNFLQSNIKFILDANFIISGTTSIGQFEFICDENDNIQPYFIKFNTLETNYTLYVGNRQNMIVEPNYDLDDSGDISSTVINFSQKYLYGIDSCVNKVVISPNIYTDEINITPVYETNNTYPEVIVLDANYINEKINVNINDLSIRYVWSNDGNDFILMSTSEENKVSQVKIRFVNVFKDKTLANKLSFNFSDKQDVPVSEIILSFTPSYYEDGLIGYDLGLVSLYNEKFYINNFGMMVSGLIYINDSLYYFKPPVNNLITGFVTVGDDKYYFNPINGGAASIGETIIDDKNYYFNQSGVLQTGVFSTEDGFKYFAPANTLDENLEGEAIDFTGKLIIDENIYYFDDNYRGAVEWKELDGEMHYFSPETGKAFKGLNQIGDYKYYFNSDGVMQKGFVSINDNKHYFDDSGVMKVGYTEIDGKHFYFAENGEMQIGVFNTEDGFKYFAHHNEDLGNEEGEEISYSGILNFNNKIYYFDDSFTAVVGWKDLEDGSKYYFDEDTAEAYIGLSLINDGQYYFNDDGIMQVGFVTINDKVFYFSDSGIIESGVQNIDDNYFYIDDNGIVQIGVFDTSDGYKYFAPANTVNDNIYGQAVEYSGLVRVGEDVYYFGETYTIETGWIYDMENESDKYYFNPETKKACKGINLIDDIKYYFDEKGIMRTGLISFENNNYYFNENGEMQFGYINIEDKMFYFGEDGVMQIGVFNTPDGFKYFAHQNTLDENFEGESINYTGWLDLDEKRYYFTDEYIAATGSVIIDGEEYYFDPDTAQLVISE
3CLpro inhibitor: SARS-CoV 3CLpro protease inhibition. P0C6X7. recombinant SARS-CoV 3CLpro, quenched FRET peptide cleavage. inhibition, % at 6 µM. 290,000 tested, 0.14% active. AID 1706; in the data active = inhibition above about 12%
PfHsp40 rescue: compounds rescuing yeast from Plasmodium falciparum HSP40 toxicity; 340,000 tested, 0.68% active; S. cerevisiae expressing PfHsp40, growth rescue, ATP luminescence; growth rescue, % at 12.5 µM; in the data active = growth rescue above about 28%, passing the limit was not always enough; inconclusive = no clear call, values can overlap the other calls;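 also: yeast W303a lacking pdr1 and pdr3 grown in galactose medium; growth measured after three days at 30 °C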
PrPC surface inh: reduces human prion protein on the cell surface; P04156; cell surface PrPC, TR-FRET read-out; inhibition, % at 13.8 µM; 370,000 tested, 0.43% active; in the data active = inhibition above about 24%; also: 0% = median of the test wells and 100% = reference compound wells
BH1578 lux ind: induces V. cholerae light production without autoinducers. 350,000 tested, 0.16% active. activation, % at 18.7 µM. V. cholerae BH1578 lux reporter, luminescence, 6 h; in the data active = activation mostly above about 9.7%, no sharp cut-off; inconclusive = no clear call, values can overlap the other calls; inactive = mostly below about 3.7%; also: not every result past the cut was called active; inactives centre near 0; reference of the scale not given here
BoNT A protease: inhibitors of Botulinum neurotoxin A light chain protease | multiplex microsphere protease substrate cleavage, flow cytometry | 360,000 tested, 0.17% active | inhibition, % at 10 µM | AID 588499; also: plate controls were buffer without enzyme for full effect and enzyme alone for no effect
Y pestis TopoI: Y. pestis Topo-I inhibition via cleavage products | Y. pestis Topo-I cleavage product accumulation, plate reader | 360,000 tested, 0.064% active | AID 504884 | activity, % at 10 µM; in the data active = activity above about 50%, passing the limit was not always enough; inconclusive = no clear call, values can overlap the other calls; also: inactives centre near 2
* hit, by the source's call; i = inactive; ? = inconclusive; . = not tested or not shown. Rule as the data show it, unless noted: active = inhibition above about 30%; inconclusive = no clear call, values can overlap the other calls; inactive = below that. This is a subset; count on the stated rates, not on these rows.

SMILES	Anthrax LF prot	SSB-PriA inh	TcdB GH inh	3CLpro inhibitor	PfHsp40 rescue	PrPC surface inh	BH1578 lux ind	BoNT A protease	Y pestis TopoI
CCOC(=O)c1[nH]ncc1CN1CCN(Cc2ccccc2)C(CCO)C1 (stereo not given)	-2.1	-3.7	-1.4	1.9	-0.9	-5.1	-0.5	0.0	1.6
CCOC(=O)N1CCN(C(=O)C(C)N(c2ccc(Oc3ccccc3)cc2)S(C)(=O)=O)CC1 (stereo not given)	2.8	-5.5	.	-3.4	1.6	4.9	i	-0.9	31.8
O=C(c1ccc(=O)[nH]c1)N1CCN(S(=O)(=O)c2cc(C(F)(F)F)ccc2Cl)CC1	1.4	-6.7	0.0	-1.0	0.4	-4.0	-0.4	2.1	5.0
CCc1ccccc1NC(=O)c1cc(-c2ccc3c(c2)OCO3)on1	6.9	-1.9	0.5	-1.9	-0.2	7.6	-2.3	-1.7	1.1
CC(NC(=O)c1cccc(F)c1)C(c1cccs1)N1CCN(C)CC1 (stereo not given)	0.8	6.8	1.3	0.7	-0.1	-2.4	-0.2	-4.6	3.8
O=C(CCCn1c(SCC(=O)NCC2CCCO2)nc2ccccc2c1=O)NCC1CCCO1 (stereo not given)	-0.9	-16.0	.	3.1	-0.5	-1.4	i	-1.6	-2.6
CCOc1ccc(C(=O)Nc2cccc(-c3nc4cccnc4o3)c2)cc1Cl	0.0	-9.7	.	2.4	-0.6	.	-1.4	-0.3	-2.9
O=[N+]([O-])c1cc(F)cc(F)c1Nc1cc(F)cc(F)c1	-0.2	10.2	0.7	.	-0.8	5.1	-1.0	-0.1	5.0
COc1ccccc1CNC(=O)COC(=O)C1CC1	-5.0	-20.5	-0.4	.	-1.9	0.6	i	0.9	-1.0
COC(=O)c1ccc(-n2c(C)cc(C(=O)COC(=O)C3=COCCO3)c2C)cc1	-8.1	-4.5	1.4	.	11.7	-3.4	0.8	-0.5	9.2
O=C(NC(=S)Nc1nc(-c2ccc(Br)cc2)cs1)c1ccco1	0.9	-4.4	-0.2	-2.5	0.4	-1.4	-0.8	-0.8	2.0
O=[N+]([O-])/C=C1/NCCN1Cc1ccc(Cl)nc1	-0.3	-3.8	1.5	2.2	4.6	-4.3	-0.3	-0.3	3.1
CC(C)OC(=O)c1ccc(N2CCN(c3ccccc3F)CC2)nc1	-3.4	-1.7	-0.8	6.1	-0.6	-5.4	-0.6	2.1	26.9
Cc1cccc(-n2nc3c(c2NC(=O)c2c(F)cccc2F)CS(=O)(=O)C3)c1C	-2.4	6.0	-3.2	-7.7	-0.3	3.2	-0.4	1.8	8.7
COc1cc(CCc2ccc3c(c2)OCO3)oc(=O)c1	-7.5	-0.4	0.3	.	-0.4	-3.7	-0.8	-1.0	6.3
CC(=O)c1cccc(NC(=O)CN2C(=O)NC3(CCCCCCC3)C2=O)c1	-1.0	-4.9	.	-0.8	-1.0	-9.5	-0.9	-0.1	-9.7
Cc1ccc(OCc2nc(-c3cccnc3)no2)cc1C	-1.7	-22.6	0.0	-0.9	2.0	3.6	i	-1.0	-8.1
C/C(=N/NC(=O)c1nnn(-c2nonc2N)c1CSc1ccc(C)cc1)c1ccncc1	0.3	.	-0.5	.	.	-2.5	-0.3	0.0	-7.0
CCCNC(=O)CC(NS(=O)(=O)c1ccc(NC(C)=O)cc1)C(C)C (stereo not given)	-2.4	-4.5	-0.6	-5.2	0.6	-2.0	1.3	-0.1	5.2
COc1ccc(S(=O)(=O)N2CCOC23CCN(S(=O)(=O)c2ccc(C)cc2)CC3)cc1	-2.9	-7.1	-4.5	.	1.5	5.0	i	-0.4	4.2
Clc1cccc(-c2cccc3nccn23)c1	-8.0	.	-9.8	.	.	2.8	i	-0.8	4.5
CN(C(=O)c1cc(COc2ccc(F)cc2Cl)on1)C1CCOC1 (stereo not given)	2.1	.	0.1	.	.	3.1	i	-0.3	4.1
Cc1ccc(CN2C3CCCC2CC(NC(=O)c2ccc(F)cc2)C3)cc1 (stereo not given)	2.0	-6.6	2.0	-0.7	-0.6	2.5	i	-0.7	-0.2
CCOC(=O)N1CCN(S(=O)(=O)N2CCCC(C(=O)NCCc3ccc(OC)c(OC)c3)C2)CC1 (stereo not given)	0.7	-4.5	-0.4	-1.9	0.3	4.7	-0.7	2.1	-1.8
Cc1ccc(SCC(=O)OCC(=O)NCc2cccs2)cc1	2.5	-15.6	-0.2	.	-0.4	5.6	i	6.1	0.5
Cc1cccc(CNC(=O)c2sc(=O)n(Cc3ccccc3C)c2C)c1	-4.4	.	-0.6	.	.	7.8	i	-0.6	37.4
Cc1ccc(CNC(=O)CNC(=O)c2ccco2)cc1	-4.2	1.8	-0.1	3.6	1.0	6.9	-0.6	-1.2	-1.1
Cc1nc(SCCO)c([N+](=O)[O-])[nH]1	9.0	-9.9	1.0	5.0	-1.4	-6.6	i	?	-3.8
CCN1C(=O)NC2=C(C(=O)c3ccccc32)C1c1ccccc1F (stereo not given)	-4.8	4.3	.	1.9	1.8	-10.0	-1.7	-0.7	-7.2
O=C(O)CSc1cc(C(=O)c2ccccc2O)cn2c(=O)c3c(-c4ccccc4)csc3nc12	-2.9	5.5	-0.6	4.1	-1.3	6.5	i	4.4	-2.8
Cc1nc(N)sc1C(=O)N/N=C/c1c[nH]c2ccccc12	-2.9	.	.	-1.3	-1.2	-12.9	-1.8	-0.4	-0.3
COc1ccc(C(C)=O)cc1Cn1c(C)c(C(=O)NCc2ccc(C(C)C)cc2)sc1=O	-13.3	.	3.0	.	.	1.8	-0.4	-0.2	26.0
COc1ccc(NC(=O)c2cncc(Br)c2)c(S(=O)(=O)N2CCOCC2)c1	-1.0	-10.5	.	3.1	0.3	0.0	.	1.0	4.7
O=C(COc1cccc2ccccc12)NNC(=O)[C@@H]1CCCC[C@@H]1C(=O)O	1.7	-16.1	.	0.1	0.0	6.0	-0.4	0.8	4.8
C=CCn1c(O)c(C(C)=Nc2ccc(N(C)C)cc2)c(=O)[nH]c1=O	2.4	-0.4	.	5.0	-1.4	-5.3	i	-4.7	9.6
Cc1cc(C)cc(N2C(=O)NC(=O)/C(=C\c3cccn3-c3ccc(Cl)cc3)C2=O)c1	-7.3	-10.4	.	4.1	-0.5	2.9	-2.6	-0.6	-0.8
COc1cc(/C=N/Nc2ccccc2[N+](=O)[O-])cc(OC)c1O	0.8	.	0.3	0.2	-0.7	-41.6	-0.2	0.5	-11.4
COc1ccc(NC(=O)CSc2n[nH]c(-c3ccccn3)n2)cc1	8.5	67.3*	0.6	-2.8	-0.2	-1.8	i	-3.3	-7.3
CC1=C(C(=O)Nc2cccc(C(=O)NC(C)c3ccccc3)c2)SCCO1 (stereo not given)	1.2	4.7	-0.3	-6.7	-0.2	8.8	-0.1	-0.7	-3.9
Cn1cccc1-c1cc(C(=O)N/N=C/c2cccc(O)c2)[nH]n1	-4.0	.	2.3	6.4	-2.5	5.2	-2.8	-2.3	-12.4
CCOc1nc(-c2ccccc2)ccc1-c1noc(-c2ccc(OC)c(OC)c2)n1	-4.3	6.5	1.1	.	0.7	10.7	i	-1.4	0.8
O=C(NC(=S)N1CCN(Cc2ccc3c(c2)OCO3)CC1)c1ccc(Cl)cc1	-1.8	12.4	.	1.5	1.8	0.3	-0.2	-0.9	20.8
COc1ccc(C(=O)Nc2ccccc2NC(=O)c2ccco2)c(OC)c1	-1.7	-1.4	2.0	-1.1	0.7	2.4	0.4	0.0	0.0
C[n+]1c(-c2ccccc2)c2cc(N)ccc2c2ccc(N)cc21	-138.2	69.4	2.3	-6.6	128.1*	-23.3	0.3	-1.7	-16.1
OC(c1ccc(-c2ccccc2)cc1)c1ncc(-c2ccc(C(F)(F)F)cc2)[nH]1 (stereo not given)	-3.0	.	0.4	.	.	4.1	-0.7	-0.1	-13.9

Exported with values under each structure: part of the list above
Each structure is followed by: Anthrax LF prot | SSB-PriA inh | TcdB GH inh | 3CLpro inhibitor | PfHsp40 rescue | PrPC surface inh | BH1578 lux ind | BoNT A protease | Y pestis TopoI
- CC(NC(=O)c1cccc(F)c1)C(c1cccs1)N1CCN(C)CC1 (stereo not given)
  0.8 | 6.8 | 1.3 | 0.7 | -0.1 | -2.4 | -0.2 | -4.6 | 3.8
- O=C(CCCn1c(SCC(=O)NCC2CCCO2)nc2ccccc2c1=O)NCC1CCCO1 (stereo not given)
  -0.9 | -16.0 | . | 3.1 | -0.5 | -1.4 | i | -1.6 | -2.6

Further structures.
SMILES	Anthrax LF prot	SSB-PriA inh	TcdB GH inh	3CLpro inhibitor	PfHsp40 rescue	PrPC surface inh	BH1578 lux ind	BoNT A protease	Y pestis TopoI
COC(=O)C1=C[C@@H](C(=O)OC)[C@@H]2C3=C(C(=O)[C@]2(CC(C)C)NC(=O)c2ccccc2)[C@H](C)n2c(=O)n(-c4ccccc4)c(=O)n2[C@@H]3C1	-2.9	7.1	5.4	.	0.5	1.3	0.9	0.0	22.4
CN(C)C(=O)Cn1c(SCC(=O)NC2CCCCC2)nc2ccccc21	-0.4	-2.9	1.1	3.0	-1.3	-6.7	-0.4	0.9	-7.2
COc1ccc(-c2nc3cc(C)ccn3c2NCC2CCCO2)cc1OC (stereo not given)	6.8	-0.6	.	-7.7	-0.7	1.3	i	-1.8	-0.3
COc1ccc(-n2nnnc2/C=C\Nc2ccccc2C(=O)c2ccccc2)cc1	-5.1	26.8	.	2.5	0.5	-8.4	-0.2	-0.3	4.2
CCOc1cccc2sc(N(CCCN(C)C)C(=O)c3ccc(S(=O)(=O)N(CC)Cc4ccccc4)cc3)nc12	-6.7	29.2	0.6	1.2	0.2	-19.0	i	-1.3	1.2
Cc1ccccc1Nc1scc(-c2ccc(Cl)cc2)[n+]1-c1ccccc1C	-3.2	22.1	1.3	2.7	1.4	-1.0	1.1	-1.2	-3.0
Cc1ccc(OCC(=O)NNC(=O)CSc2nnc(-c3ccc(C)cc3)n2C)cc1	-2.6	-12.4	.	0.1	-0.9	-3.7	i	-0.2	8.6
NNC(=O)Cn1c(-c2ccccc2)cc2ccccc21	8.5	-11.0	0.7	12.1	-1.0	1.4	-4.1	-2.7	-18.3
c1ccc(CNc2ncnc3sc4c(c23)CCC4)nc1	-0.7	-9.2	.	0.3	0.7	6.8	i	0.4	-3.6
Nc1c(C=C2C=CC(=O)C=C2)c(=O)nc2sc(CC(=O)N3CCOCC3)nn12	0.4	-2.0	0.0	2.0	-0.3	1.7	i	0.2	1.2
CCC(C)(C)NC(=O)CN(C(=O)CNS(=O)(=O)c1ccccc1)c1ccc2c(c1)OCCO2	-5.0	-5.9	0.3	3.7	-0.7	0.0	-0.8	-4.2	-7.9
Cn1c(=NC(=O)CS(=O)(=O)c2ccccc2)sc2cc(F)ccc21	8.0	.	0.8	.	.	-1.8	-1.1	2.7	-5.9
CCc1ccc(NC(=O)C(C)OC(=O)CCC(=O)c2cccs2)cc1 (stereo not given)	-2.5	1.8	.	3.3	1.7	1.6	i	-0.5	-4.0
Cc1ccc(C)c(NC(=S)N/N=C2\CCc3ccccc32)c1	-6.1	.	-0.1	6.9	-0.2	4.2	-4.8	-0.5	2.1
Cc1ccnc(NS(=O)(=O)c2ccc(NC(=O)C34CC5CC(CC(C5)C3)C4)cc2)n1	9.7	-24.4	.	1.5	-1.2	-5.5	0.1	2.5	-10.2
COC(=O)[C@H](CCSC)NC(=O)NCc1ccccc1F	1.1	-7.6	.	-2.3	-1.0	-0.3	1.8	1.0	-0.2
CCOC(=O)C(NC(=O)N1CCCCC1)(c1ccccc1)C(F)(F)F (stereo not given)	5.0	-12.4	.	0.4	-2.0	-4.7	0.3	0.4	6.4
Cc1cc(-c2cccs2)n[nH]1	-10.8	-0.4	.	3.0	0.5	-2.9	i	-0.2	-6.5

At a glance, some entries already given:
SMILES	Anthrax LF prot	SSB-PriA inh	TcdB GH inh	3CLpro inhibitor	PfHsp40 rescue	PrPC surface inh	BH1578 lux ind	BoNT A protease	Y pestis TopoI
CCCNC(=O)CC(NS(=O)(=O)c1ccc(NC(C)=O)cc1)C(C)C (stereo not given)	-2.4	-4.5	-0.6	-5.2	0.6	-2.0	1.3	-0.1	5.2
COc1ccc(S(=O)(=O)N2CCOC23CCN(S(=O)(=O)c2ccc(C)cc2)CC3)cc1	-2.9	-7.1	-4.5	.	1.5	5.0	i	-0.4	4.2

Compound activity from PubChem BioAssay.
